Source: PubChem BioAssay
All columns: NCI-60 one-dose screen, growth in % after 48 h at 10 µM unless noted; 100 = growth as untreated, 0 = no growth, -100 = all killed.
HOP-92: HOP-92 NSCLC cells; 6.3% of 71,000 active
EKVX: EKVX NSCLC; 3% of 71,000 active; AID 1794765
CCRF-CEM: CCRF-CEM leukemia. 7% of 77,000 active
A549/ATCC: A549/ATCC NSCLC. 3.7% of 81,000 active. AID 1794740
UACC-62: UACC-62 melanoma; 5.4% of 81,000 active
RPMI-8226: RPMI-8226 leukemia cells. 7.5% of 77,000 active. AID 1794781
HOP-62: HOP-62 NSCLC; 3.9% of 80,000 active; AID 1794735
M14: M14 melanoma; 6.2% of 80,000 active; AID 1794745
Starred values were filed as active, the others as inactive; x = not tested or not shown; & = joins results of further samples. Rule for the calls: active = growth percent below 10; inactive = the rest.

SMILES	HOP-92	EKVX	CCRF-CEM	A549/ATCC	UACC-62	RPMI-8226	HOP-62	M14
O=S(=O)(c1ccccc1)N1CCN(c2ccccc2)CC1	109	106	104	103	103	103	106	101
CCCCNC(=O)CCCNc1ncnc2c1ncn2-c1ccccc1	74	101	97	91	80	96	91	95
Clc1nc2ccccc2cc1Cn1nnc(SCc2ccccc2)n1	53	87	89	92	88	85	85	92
O=C(O)C1C2CC(C(Br)C2Br)C1C(=O)O (configuration not stated)	99&88	109&111	91	102&92	101&99	81&94	103	107&102
O=C(NCc1ccccc1)C12CC3CC(CC(C3)C1)C2	84	86	93	99	97	100	102	102
O=C(NCc1ccccc1)OCCO	104&117	112	103&102	105&108	102&107	105&105	108&105	106&110
Cn1c2c(c3ccc(Cl)cc31)-n1cccc1C2=O	82	86	86	75	90	88	107	109
Ic1ccc(Nc2nc3nonc3nc2Nc2ccc(I)cc2)cc1	-16*	4.8*	-1.8*	4.1*	-28*	-37*	-18*	2.7*
COc1ccc(C=Nc2ccccc2C(=O)O)cc1	93	99	94	89	x	96	87	94
CC(C)C1=C(O)C2=C(C(=O)C1=O)[C@@]1(C)CCCC(C)(C)[C@@H]1CC2	54	67	42	62	80	55	71	81
COC(=O)/C=C/c1ccc(OC(C)=O)cc1	110	109	63	91	106	90	115	109
N#Cc1c(-c2ccc(Cl)cc2)c2c(N)nn(-c3ccccc3)c2oc1=O	99	101	103	105	90	105	99	98
CCCSc1nc(NC2CC2)c(C#N)c(-c2ccc(Cl)cc2)n1	81	94	82	77	78	85	92	96
CC1(C)CC[C@]2(C(N)=O)CC[C@]3(C)C(=CC[C@@H]4[C@@]5(C)CCC(=O)NC(C)(C)[C@@H]5CC[C@]43C)[C@@H]2C1	101	97	92	91	71	89	96	106
C[C@H](c1nc2ccc(Cl)cc2[nH]1)[C@H]1CC[C@H]2[C@@H]3CCC4=CC(=O)CC[C@]4(C)[C@H]3CC[C@]12C	x	83	80	95	76	65	105	85

Molecules from the list above that contain a COOH group, in the order listed:
SMILES	HOP-92	EKVX	CCRF-CEM	A549/ATCC	UACC-62	RPMI-8226	HOP-62	M14
O=C(O)C1C2CC(C(Br)C2Br)C1C(=O)O (configuration not stated)	99&88	109&111	91	102&92	101&99	81&94	103	107&102
COc1ccc(C=Nc2ccccc2C(=O)O)cc1	93	99	94	89	x	96	87	94

Returning to the listing, starting 2 compounds before the break.
SMILES	HOP-92	EKVX	CCRF-CEM	A549/ATCC	UACC-62	RPMI-8226	HOP-62	M14
CC1(C)CC[C@]2(C(N)=O)CC[C@]3(C)C(=CC[C@@H]4[C@@]5(C)CCC(=O)NC(C)(C)[C@@H]5CC[C@]43C)[C@@H]2C1	101	97	92	91	71	89	96	106
C[C@H](c1nc2ccc(Cl)cc2[nH]1)[C@H]1CC[C@H]2[C@@H]3CCC4=CC(=O)CC[C@]4(C)[C@H]3CC[C@]12C	x	83	80	95	76	65	105	85
O=C1c2ccccc2C2N1CCC1CCc3ccccc3N12 (configuration not stated)	74	104	105	99	82	105	108	97
C/C(=N/O)c1ccc(NC(=O)CSc2nnc(-c3ccc4nc(-c5ccccc5)[nH]c4c3)o2)cc1	153	95	91	114	99	94	102	106
COc1ccc(Cc2sc(NC(C)=O)nc2OC(C)=O)cc1	83	102	108	99	99	95	104	101
COc1cc2c(cc1OC)[C@H](C(=O)O)[C@@H](c1ccc(OC(C)C)c(OC)c1)N(C)C2=O	83	93	97	106	90	96	92	104
c1ccc(Cc2nnc3n2N=C(c2ccccc2)CS3)cc1	x	95	97	94	83	93	106	113
CNc1ccccc1	89	x	102	100	103	99	101	89
COc1cccc(/C=C\[C@H]2O[C@@H](C)[C@H](O)[C@@H]2O)c1CO	93	107	101	97	99	96	93	108
CCC1=Cc2cccc(OC)c2OC12C=Cc1cccc(OC)c1O2 (configuration not stated)	59	108	45	98	57	45	109	88
Cc1cc(=O)[nH]c2cc(-c3ccccc3)nn12	53	94	75	123	91	86	94	96
CC(=O)OCC(OC(C)=O)C(OC(C)=O)C(OC(C)=O)C(OC(C)=O)C(=O)N/C(N)=N/C(N)=Nc1ccccc1 (configuration not stated)	74	98	61	99	99	91	84	99
CC(C)Cn1c(O)c(N=NC(=O)Cc2c[nH]c3ccccc23)c2ccccc21	77	93	67	88	74	93	92	96
COc1ccc(-c2c(-c3cc4c(c(OC)c3OC)OCO4)noc2N)cc1	15	41	12	24	38	17	36	13
Cc1ccc(S(=O)(=O)Nc2ccc(-c3cc(-c4cccc(F)c4)on3)cc2)cc1	73	89	94	60	76	90	91	99
COc1c(B(O)O)cc(C)cc1-c1nc2ccc3[nH]ncc3c2c2c1CCCC2	54	54	35	53	69	36	43	97
COc1ccc(-c2cc(C(=O)N3N=C(c4ccc(N)cc4)CC3c3ccc(OC)c(OC)c3)c3ccccc3n2)cc1 (configuration not stated)	103	100	100	78	101	97	92	94

4 structures out of the list, ordered by molecular weight, ascending.
SMILES	HOP-92	EKVX	CCRF-CEM	A549/ATCC	UACC-62	RPMI-8226	HOP-62	M14
Cc1cc(=O)[nH]c2cc(-c3ccccc3)nn12	53	94	75	123	91	86	94	96
O=C1c2ccccc2C2N1CCC1CCc3ccccc3N12 (configuration not stated)	74	104	105	99	82	105	108	97
CCC1=Cc2cccc(OC)c2OC12C=Cc1cccc(OC)c1O2 (configuration not stated)	59	108	45	98	57	45	109	88
COc1ccc(-c2c(-c3cc4c(c(OC)c3OC)OCO4)noc2N)cc1	15	41	12	24	38	17	36	13

Continued.
SMILES	HOP-92	EKVX	CCRF-CEM	A549/ATCC	UACC-62	RPMI-8226	HOP-62	M14
CCC(=O)c1ccc(O)cc1	96&119	103&107&112	111&93&121	95&100&103	98&114&111	111&95	93&100&119	98&110&101
O=C(NCCN1CCNCC1)Nc1ncccc1OCc1cccc(F)c1	108	102	111	106	97	103	104	103
Cn1c(=O)c(C#N)c(-c2ccccc2)n2c(=S)n(CN3CCCCC3)nc12	91	119	111	108	105	x	113	110
O=CNc1ccc(-c2nn(-c3ccccc3)cc2/C=C2\SC(=S)NC2=O)cc1	65	82	70	74	45	73	106	95
Cc1cc(S(=O)(=O)O)c(N)cc1N	x	107	x	92	103	x	95	99
CCOC(=O)c1c(N2CCOCC2)[nH]c(=O)c(C=Nc2cccc(Cl)c2)c1O	92	84	113	97	98	110	84	110
COc1ccc(NC(=O)/C=C/c2ccc(Cl)c(Cl)c2)cn1	87	84	33	79	78	50	90	96
Cc1c(Cc2ccccc2)c(=O)oc2c(C)c(OCC(=O)n3nc(C#N)cc3N)ccc12	89	98	100	106	99	100	x	96
COc1ccc(/C=C/C(=O)c2ccc(NC(=O)CSc3nnc(-c4cc(-c5ccc(S(N)(=O)=O)cc5)nc5ccccc45)n3-c3ccccc3)cc2)cc1	103	90	83	94	78	77	101	102
COc1cc(C2=N/C(=C\c3cc4cc(Oc5ccccc5)ccc4nc3OC)C(=O)O2)cc(OC)c1OC	100	114	103	95	100	106	94	105
CS(=O)(=O)c1ccc(C(=S)Nc2ccc(Cl)c(-c3ccccn3)c2)c(Cl)c1	93	88	94	97	84	86	95	100
O=C(NC1CCOCC1)c1ccc2c(c1)CN(c1ncc(Cc3cccc(-n4cccn4)c3)s1)CC2	45	53	52	76	64	38	104	64
Clc1cccc(N2CCN(CCCN3CCN(c4ccccc4)CC3)CC2)c1	50	75	75	84	83	x	99	84
NC(=O)NN=C(C1CC1)C1CC1	x	103	125	103	110	114	104	106
O=C(O)CCCCNC(=O)c1nc(-c2ccccc2)n(-c2ccc([N+](=O)[O-])cc2)n1	114	102	105	106	100	114	106	112

5 of the compounds above, with bars between the fields.
Compound | HOP-92 | EKVX | CCRF-CEM | A549/ATCC | UACC-62 | RPMI-8226 | HOP-62 | M14
COc1cc(C2=N/C(=C\c3cc4cc(Oc5ccccc5)ccc4nc3OC)C(=O)O2)cc(OC)c1OC | 100 | 114 | 103 | 95 | 100 | 106 | 94 | 105
CS(=O)(=O)c1ccc(C(=S)Nc2ccc(Cl)c(-c3ccccn3)c2)c(Cl)c1 | 93 | 88 | 94 | 97 | 84 | 86 | 95 | 100
O=C(NC1CCOCC1)c1ccc2c(c1)CN(c1ncc(Cc3cccc(-n4cccn4)c3)s1)CC2 | 45 | 53 | 52 | 76 | 64 | 38 | 104 | 64
Clc1cccc(N2CCN(CCCN3CCN(c4ccccc4)CC3)CC2)c1 | 50 | 75 | 75 | 84 | 83 | x | 99 | 84
NC(=O)NN=C(C1CC1)C1CC1 | x | 103 | 125 | 103 | 110 | 114 | 104 | 106

Continued:
SMILES	HOP-92	EKVX	CCRF-CEM	A549/ATCC	UACC-62	RPMI-8226	HOP-62	M14
Nc1nc(-c2cccc(Br)c2)nn1-c1nc2ccccc2s1	105	86	103	95	97	102	98	102
O=C(O)c1ccccc1I	110	97	96	112	x	108	102	102
CC(=O)n1c(-c2ccc(Br)cc2)cc(-c2cccn2C)c(C#N)c1=O	85	170	111	111	97	106	102	97
O=C(CN1C=NC2C(N3CCOCC3)=NC=NC21)c1ccccc1 (configuration not stated)	112	100	108	108	98	95	93	104
COc1ccc(-c2cc(-c3cn(-c4cccc(Cl)c4)nc3-c3ccc(OC)cc3)[nH]c(=S)n2)cc1	x	90	74	50	88	50	99	92
COc1cc(NCCCCCNC2CCCCC2)c2ncccc2c1	66	x	89	100	102	85	93	79
Cc1cccc(Nc2c(O)nc[nH]c2=O)c1	x	98	97	103	107	116	106	109
C[C@H]1C[C@@H](n2cnc3c(N)nccc32)[C@H](O)[C@@H]1O	83	96	24	99	99	117	x	x
CCC1S/C(=N\S(=O)(=O)c2ccc(N)cc2)NC1=O (configuration not stated)	92	101	91	99	103	108	109	112
OCC1CCN(c2ccc3nnc(Cl)n3n2)CC1	117	x	102	101	88	103	96	104
CC(C)(C)c1ccc(O)c(N)c1	106	98	106	112	98	104	100	99
N=C1/C(=C2\Nc3ccccc3S2)CC(=O)N1c1ccc(SC(F)F)cc1	79	91	35	76	79	42	67	98
COc1ccc(Oc2nc(NC3CCCCCC3)nc(Oc3ccc(OC)cc3)n2)cc1	68	x	81	81	82	71	103	99
CCOC(=O)C1=C(C)N2C(=NC3=C(CCCC/C3=C\c3ccc(Cl)cc3)C2c2ccc(Cl)cc2)S1 (configuration not stated)	x	x	105	108	96	111	99	105
Cc1nc(N)sc1Sc1nc2ccc(Cl)cc2c(=O)n1-c1ccc(Oc2ccccc2)cc1	74	x	42	70	64	68	116	77
Cc1ccc(-c2nc(N3CCN(CC(=O)Nc4ccc(Cl)c(C(F)(F)F)c4)CC3)c3ccccc3n2)cc1	97	87	89	76	83	x	99	96
CC(=O)NNC(=S)N/C=C(\C#N)C(=O)c1ccc2ccccc2c1	83	92	98	95	92	98	89	93
COc1cc(Oc2cc(-c3cccnc3)ccc2NC(=O)Nc2ccc(F)cc2F)cc(OC)c1OC	x	90	97	95	89	94	96	110
C=CCC(CC=C)(C(=O)OCC)C(=O)OCC	59	111	105	108	118	101	102	99
CS(=O)(=O)Nc1ccc(C(=O)NC(C(=O)NO)c2ccc(N3CCC(F)CC3)cc2)cc1 (configuration not stated)	111	103	115	103	94	112	104	107
CCOc1cccc(/C(N)=N/C(N)=N/c2nc(C)cs2)c1	86	98	110	104	103	105	112	104
CC(C)C(C(=O)O)N1C(=O)/C(=C/c2ccc(O)c(O)c2)SC1=S (configuration not stated)	113	95	104	101	98	108	106	99
CC1(CCc2ccccc2)NC(=O)NC1=O (configuration not stated)	81&110	113	96&95	110&88	95&100	101	97&107	105&110
Cc1[nH]c2ccccc2c1CCNC(=O)c1ccc(-c2cnc[nH]2)cc1	101	94	103	100	89	105	96	94
CCOC(=O)c1cc(-c2ccc(OC)cc2)n(-c2ccc(C(=O)O)c(O)c2)c1C	99	182	74	82	74	37	108	90
O=c1c2ccccc2c(Br)c(Br)c2ccccc12	84	105	31	95	96	89	112	5.9*
COc1ccc(/C=C(\C#N)c2cc3ccccc3[nH]2)cc1	44	45	14	38	31	15	33	1.5*
O=c1ccc2ccc(OCCN3CCCCC3)cc2o1	-17*	101	0.5*	98	94	-24*	85	96
COc1ccc(C2C3=C(CC(C)(C)CC3=O)N(CCc3ccc(S(N)(=O)=O)cc3)C3=C2C(=O)CC(C)(C)C3)cc1OC	x	104	107	108	94	106	103	99
CCCCN(C(C)=O)c1ccccc1	106	96	93	113	101	91	110	118
COC(=O)CC1=C(C)/C(=C/c2[nH]c(-c3ccc[nH]3)cc2OC)N=C1C	x	28	-13*	9.1*	-46*	-55*	-11*	7.5*
Cc1cc(Nc2ccc3c(c2)OCO3)c2cc3c(cc2n1)OCO3	10	45	-8.0*	46	34	-20*	18	-17*
